# Compound activity (PubChem BioAssay)
# NR5A2 inv ag: inverse agonists of human LRH-1 (NR5A2); inhibition, % at 3.6 µM; O00482; HEK293T StAR-luciferase reporter, LRH-1 transfected, 24 h; 0.13% of 360,000 active;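 active means inhibition above the mean inhibition of all tested compounds plus 3 SD, cut at about 73% in these data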;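 further: 0% = DMSO wells and 100% = reporter-only cells lacking LRH-1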
# TWEAK-Fn14 inh: TWEAK-Fn14 signaling inhibition; TWEAK-stimulated Fn14 reporter cells, luciferase luminescence, 8 h; inhibition, % at 10 µM; 2% of 360,000 active; AID 1159606; in the data active means inhibition above about 50%
# SRC3 inh: inhibits human SRC3 coactivator; 0.17% of 360,000 active; HEK293 GAL4-SRC3 luciferase reporter, luminescence; inhibition, % at 3.6 µM; Q9Y6Q9;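 active means inhibition above a per-campaign cutoff, the mean of all compounds plus 3 SD, cut at about 60% in these data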;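 further: 0% = DMSO-treated cells and 100% = gossypol-treated cells at 36 µM; higher means less SRC3-driven luciferase light from the GAL4 reporter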
# C8 TRAIL sens: caspase-8 TRAIL sensitization; NB7+C8 cells + TRAIL, ATPlite viability luminescence; inhibition (viability loss, TRAIL sensitization), % at 10 µM; 1% of 360,000 active;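 active means compounds causing at least 50% loss of cell viability in the single-dose screen, relative to plate controls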
# COUP-TFII inh: blocks human COUP-TFII nuclear receptor | P24468 | HEK293T NGFI-A luciferase reporter, luminescence | inhibition, % at 8.6 µM | 0.7% of 370,000 active;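 active means inhibition above a per-plate cutoff, mean inhibition of test wells between control levels plus 3 SD, cut at about 38% in these data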;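 further: cells cotransfected with COUP-TFII expression vector driving the NGFI-A reporter; 0% = median of COUP-TF2 test wells and 100% = reporter-only cells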
# TLR9-MyD88 block: TLR9-MyD88 interaction inhibition; Q9NR96+Q99836; CHO BLA complementation TLR9-MyD88, CCF4 FRET ratio; 0.21% of 340,000 active; inhibition, % at 4.98 µM;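 active means inhibition above the mean over all tested compounds plus 3 SD, cut at about 21% in these data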;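 further: 0% = DMSO only wells and 100% = clavulanate BLA inhibitor control wells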
# Target sequence (Q99836 whole entry, looked up): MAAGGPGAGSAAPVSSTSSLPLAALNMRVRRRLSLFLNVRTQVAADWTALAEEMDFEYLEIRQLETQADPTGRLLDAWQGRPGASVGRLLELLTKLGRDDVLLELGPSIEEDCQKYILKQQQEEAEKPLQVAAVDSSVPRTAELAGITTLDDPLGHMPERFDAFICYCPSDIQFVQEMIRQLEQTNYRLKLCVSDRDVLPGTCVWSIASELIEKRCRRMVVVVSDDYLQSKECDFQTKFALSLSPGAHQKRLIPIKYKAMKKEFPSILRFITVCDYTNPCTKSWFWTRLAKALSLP
# Target sequence (Q9NR96 whole entry, looked up): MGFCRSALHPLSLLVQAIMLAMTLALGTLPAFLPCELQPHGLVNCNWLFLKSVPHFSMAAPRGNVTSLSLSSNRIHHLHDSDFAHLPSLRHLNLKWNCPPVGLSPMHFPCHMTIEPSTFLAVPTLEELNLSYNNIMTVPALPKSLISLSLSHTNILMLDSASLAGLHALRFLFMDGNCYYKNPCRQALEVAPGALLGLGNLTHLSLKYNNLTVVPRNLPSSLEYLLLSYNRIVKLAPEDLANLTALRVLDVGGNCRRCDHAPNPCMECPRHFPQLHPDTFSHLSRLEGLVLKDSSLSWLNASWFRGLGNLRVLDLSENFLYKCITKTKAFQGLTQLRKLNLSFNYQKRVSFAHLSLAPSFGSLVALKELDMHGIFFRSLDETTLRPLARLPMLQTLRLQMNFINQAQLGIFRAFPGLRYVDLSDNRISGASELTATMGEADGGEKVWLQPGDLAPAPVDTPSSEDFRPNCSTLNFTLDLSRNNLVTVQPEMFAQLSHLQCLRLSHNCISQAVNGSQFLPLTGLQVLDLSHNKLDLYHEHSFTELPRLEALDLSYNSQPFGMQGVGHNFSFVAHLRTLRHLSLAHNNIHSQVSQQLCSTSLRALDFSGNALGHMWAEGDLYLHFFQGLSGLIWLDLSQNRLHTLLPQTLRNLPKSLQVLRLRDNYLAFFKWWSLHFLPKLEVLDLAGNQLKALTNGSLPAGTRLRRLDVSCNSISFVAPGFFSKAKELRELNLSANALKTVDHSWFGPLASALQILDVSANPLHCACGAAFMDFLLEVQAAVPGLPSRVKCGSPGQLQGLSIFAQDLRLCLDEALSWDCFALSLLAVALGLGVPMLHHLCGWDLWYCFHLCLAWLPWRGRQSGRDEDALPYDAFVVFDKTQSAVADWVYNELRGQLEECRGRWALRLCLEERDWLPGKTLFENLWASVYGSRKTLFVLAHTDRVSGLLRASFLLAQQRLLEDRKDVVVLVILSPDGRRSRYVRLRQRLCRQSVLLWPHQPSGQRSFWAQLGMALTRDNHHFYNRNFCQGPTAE
# LMP1 NFkB inh: Epstein-Barr LMP1 NF-kappaB reporter inhibition; LMP1-induced NF-kappaB luciferase reporter cells, luminescence; inhibition, % at 12.5 µM; 0.69% of 350,000 active; in the data active means inhibition above about 41%;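 further: 0% = neutral control wells and 100% = reference inhibitor control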
# TROY NFkB inh: blocks TROY-dependent signaling in reporter cells. Q293 LMP1-TROYcd NF-kB luciferase reporter, 4 h. inhibition, % at 10 µM. 0.98% of 360,000 active. AID 1347056;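 active means compounds whose plate-normalised and pattern-corrected inhibition of the luciferase reporter signal at the single screening dose is 50% or more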
# NCOA1 inh: inhibitors of human steroid receptor coactivator 1 (SRC1); Q15788; AID 588354; HEK293 GAL4-SRC1 luciferase reporter, luminescence; inhibition, % at 3.6 µM; 0.12% of 360,000 active;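 active means inhibition above the campaign mean plus 3 SD, with each screening campaign given its own cutoff, cut at about 60% in these data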;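 further: 0% = DMSO treated cells and 100% = gossypol at 36 µM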
# SRC2 inh: human SRC2 (NCOA2) inhibition | HEK293 GAL4-SRC2 luciferase reporter, luminescence | inhibition, % at 9 µM | Q15596 | 0.17% of 370,000 active;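 active means inhibition above the mean inhibition of all tested compounds plus 3 SD, set per campaign, cut at about 52% in these data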;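 further: 0% = DMSO treated cells and 100% = cells given Gossypol at 36 µM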
# NOD2 RIPK2 PPI: inhibitors of human NOD2-RIPK2 interaction; O43353; CHO BLA complementation NOD2-RIPK2, CCF4 ratio; inhibition, % at 4.98 µM; 0.38% of 360,000 active; AID 624267; in the data active means inhibition above about 21%;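 further: 0% = vehicle only and 100% = reference blocker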
# The depositor's hits bear a star; x = not tested or not shown.
SMILES,NR5A2 inv ag,TWEAK-Fn14 inh,SRC3 inh,C8 TRAIL sens,COUP-TFII inh,TLR9-MyD88 block,LMP1 NFkB inh,TROY NFkB inh,NCOA1 inh,SRC2 inh,NOD2 RIPK2 PPI
O=C1Nc2ccccc2C1Cc1nc2ccccc2c(=O)n1-c1ccccc1 (stereo not given),20,13,5,7,22,-1,-38,-22,-19,-19,-16
O=C(O)c1cc(Oc2ccc(C(F)(F)F)cc2Cl)ccc1[N+](=O)[O-],4,8,0,-12,2,5,-4,0,12,-22,-6
OC1/C(=C/c2ccc(F)cc2)N2CCC1CC2 (stereo not given),10,9,11,-2,2,-17,7,13,-2,2,0
CC(=O)OC(C)(C)/C=C/C(=O)C(C)(O)C1[C@H](O)C[C@@]2(C)C3CC=C4C(CC[C@@H](O)C4(C)C)[C@]3(CO)C(=O)C[C@]12C (stereo not given in full),20,31,27,53*,6,-2,30,61*,5,43,5
O=[N+]([O-])c1ccc(N2CCCCCC2)c2nonc12,-1,-20,-17,7,-12,2,-13,2,-56,-1,6
Cc1cccc(-n2c(O)c(C=NC34CN5CN(CN(C5)C3)C4)c(=O)[nH]c2=O)c1,-13,-1,-6,-9,4,-9,-24,14,-25,-3,0
O=S(=O)(c1ccc(Cl)cc1)N1CN2CCN(C2)C1,15,-1,12,-7,9,9,18,12,-4,5,-4
COC(=O)C1=C(c2ccccc2OCc2ccccc2)C[C@@H]2CC[C@H]1N2C(=O)NCc1ccc(C(F)(F)F)cc1,-6,24,-6,10,-9,-4,15,15,3,6,-6
COc1ccc(OC(=O)N(C)C)c(CN(C)C)c1,-11,0,37,-15,-3,-4,6,2,0,-6,-10
O=c1c2ccccc2nc(Cc2ccccc2)n1-c1cccc(O)c1,-9,-31,3,8,6,-4,-8,-6,-12,-13,-3
CCCCC(=O)N/N=C/c1c(O)n(CCCC)c(=S)[nH]c1=O,-1,-10,-7,15,-3,-6,15,3,6,-1,-3
CC1=CC(O)C(O)C2(C)C1CC1OC(=O)C(O)C3C(C)C(O)C4(O)OCC13C42 (stereo not given),24,-3,-7,0,x,-11,-4,15,-1,x,-4
CCC(=O)OC1(Cc2ccc(CC)cc2)CC(C)N(C)CC1C (stereo not given),14,-20,8,-1,13,3,-2,-23,1,23,3
C1CCC2CCCCC2C1 (stereo not given),-7,-17,-6,5,-10,-3,0,4,-2,-45,-2
CC(=O)c1ccc2c(c1)C1C(Cl)C(Sc3ccccc3[N+](=O)[O-])CC1C(c1ccccc1[N+](=O)[O-])N2 (stereo not given),-12,18,-9,7,-3,-1,-18,16,-32,-6,5
Cc1cc([N+](=O)[O-])c2ccccc2[n+]1[O-],58,4,52,33,x,7,90*,-31,63*,x,10
COC(=O)C(O)(c1ccc(N(C)C(=O)OC(C)C)cc1)C(F)(F)F (stereo not given),19,-17,23,6,9,3,20,0,-5,-35,2
CC(C)CCNC(=O)c1cc(C(=O)c2cc(Br)ccc2O)cn(CCC(C)C)c1=O,-6,26,4,4,4,-6,23,39,-39,0,3
O=C1C(Cl)=CC(=Nc2ccc(O)cc2)C=C1Cl,9,14,12,5,13,5,-4,16,-9,-8,-2
Cc1cccc(OP(=O)(Oc2cccc(C)c2)OC(c2ccccc2)C(F)(F)F)c1 (stereo not given),27,5,-2,27,-4,-2,-7,5,13,-14,-3

# Quoted from the listing.
# Result for CCCCC(=O)N/N=C/c1c(O)n(CCCC)c(=S)[nH]c1=O in SRC3 inh: -7
# Result for COC(=O)C1=C(c2ccccc2OCc2ccccc2)C[C@@H]2CC[C@H]1N2C(=O)NCc1ccc(C(F)(F)F)cc1 in COUP-TFII inh: -9

# The results go on:
SMILES,NR5A2 inv ag,TWEAK-Fn14 inh,SRC3 inh,C8 TRAIL sens,COUP-TFII inh,TLR9-MyD88 block,LMP1 NFkB inh,TROY NFkB inh,NCOA1 inh,SRC2 inh,NOD2 RIPK2 PPI
NC1CCc2cc(O)c(O)cc2C1 (stereo not given),1,-15,5,-14,-6,-2,6,7,1,-4,2
CCOP(=O)(OCC)C(O)c1ccccc1 (stereo not given),10,14,14,-5,-24,-10,2,-12,-20,-4,0
CCCCCCC(=O)N/N=C/c1c(O)n(C(C)CC)c(=S)[nH]c1=O (stereo not given),-11,-2,20,4,2,-4,-3,5,1,13,-8
CCCC12CN3CCN(C1)CC(CCC)(C3)C2=O,6,-20,13,7,9,-2,-8,9,13,5,-6
CCN(CCCl)c1cc(CN(C)C)cc(NC(=O)c2ccc(C(=O)Nc3cc(CN(C)C)cc(N(CC)CCCl)c3)cc2)c1,0,99*,36,95*,-5,-1,87*,54*,11,-15,-17
O=C(COC(=O)Cc1ccccc1)NNC(=O)c1ccc([N+](=O)[O-])cc1,8,14,18,-1,2,7,0,8,1,-54,-5
COC(=O)C1=C(c2ccc(C(C)=O)cc2)C[C@@H]2CC[C@H]1N2C(=O)NCc1ccc(C(F)(F)F)cc1,26,13,6,-30,x,-2,6,-6,0,x,-1
c1ccc(CC2CCCCN2)cc1 (stereo not given),-3,3,14,-4,7,-6,-5,-3,11,-17,-9
C[C@H](CO)N1C[C@H](C)[C@@H](CN(C)C(=O)Oc2ccc3ccccc3c2)OCc2cn(nn2)CCCC1=O,-18,-11,-9,1,15,-1,-3,4,-1,11,-15
CCOP(=O)(OCC)C(NC(=O)c1ccccc1)=C(Cl)Cl,23,-7,19,-6,-9,1,-1,4,8,0,9
CC(Cc1ccccc1)N1Cc2ccccc2C1 (stereo not given),-10,-4,-29,-11,x,-5,3,-1,2,x,-6
Cc1nc2c(C(=O)N3CCC4(CC3)OCCO4)cnn2c(C)c1Cc1cccc(Cl)c1,-23,5,14,-1,13,0,-6,-1,-8,12,-2
COC(=O)C1=C(c2c(C)noc2C)C[C@@H]2CC[C@H]1N2C(=O)NCc1ccco1,7,21,-17,-10,8,2,-3,-6,-12,-8,2
Cc1c(NC(NC(=O)CF)C(Cl)(Cl)Cl)c(=O)n(-c2ccccc2)n1C (stereo not given),5,4,18,-2,-8,7,-9,1,-8,-6,-1
COC(=O)C1=C(c2ccc(F)cc2OCc2ccccc2)C[C@@H]2CC[C@H]1N2C(=O)NCCOc1ccccc1,16,25,4,15,3,-3,-8,11,11,-17,-18
OCC[n+]1c2ccccc2nc2ccc(N3CCOCC3)cc21,8,8,22,34,-10,x,x,7,-37,-6,1
CCOC(=O)C(O)(c1ccc(N(CC)S(=O)(=O)c2ccc(C)cc2)cc1)C(F)(F)F (stereo not given),-8,-11,2,-4,11,-1,-5,14,6,1,-6
CC1=CC(=C2C(=O)NC(=O)NC2=O)C=C(C(F)(F)F)N1C(C)C,-18,-3,13,-13,-22,4,-5,-12,2,-14,-2
C=CCn1c(O)c(C(C)=NCCCN(C)C)c(=O)[nH]c1=O,0,8,15,0,0,5,-3,10,14,-6,-4
CCCC(=O)OCC[N+](C)(C)C,1,1,-2,3,-3,-4,8,-2,16,3,4
COc1ccc(N2C(=O)NC(=O)C(CCc3ccncc3)(CCc3ccncc3)C2=O)cc1,5,6,-5,11,-8,0,4,19,-13,-5,-1
COc1ccc(-[n+]2c(-c3ccccc3)cc(-c3ccc(C)cc3)cc2-c2ccccc2)cc1,86*,61*,79*,57*,77*,-2,-1,49,66*,37,-4
O=C(c1cccnc1)N1Cc2ccccc2-n2nncc2C1,3,-4,-2,3,-9,-4,12,1,7,-16,-9
CCOP(=S)(OCC)SCCSCC,-4,-6,-7,-3,-35,4,4,-18,-98,5,-5
CC(=O)OC1C2CCC1C(N1CCCCC1)CC2 (stereo not given),10,20,12,0,-41,-5,2,-3,0,20,1
c1ccc(CNC2CCCCCCC2)cc1 (tested in a mixture with another compound),9,-10,14,10,12,1,5,3,1,2,-11
O=C(Nc1ccccc1)N1CCC2(CC1)OCCO2,1,36,7,-8,17,-4,6,-1,10,-5,-10
COc1ccccc1OP(=O)(Nc1ccc(Br)cc1)Oc1ccccc1OC,7,18,-1,18,-3,4,0,47,8,-14,-3
Cc1cc(O)c2c3c(c(=O)oc2c1)CCC(C)C3 (stereo not given),36,21,15,-2,13,4,8,18,10,-10,-1
CCOP(=O)(OCC)C(O)c1ccc2c(c1)OCO2 (stereo not given),-14,-15,10,-4,0,-11,0,24,-18,21,-2
CC12CN3CCN(C1)CC(C)(C3)C2=NN,9,7,-6,-5,4,3,-2,0,-6,-1,-13
COc1ccc(C(=O)C2CCCN(C3CSCCSC3)C2)cc1OC (stereo not given),-29,-19,9,5,6,-2,-40,4,4,4,-10
CCc1ccc(N2C(=O)CC(=O)NC2=O)cc1,-20,-6,-14,-11,13,-1,0,15,4,7,4
Cc1ccc(N=Nc2c(O)[nH]c(=O)[nH]c2=O)c([N+](=O)[O-])c1,-6,-4,8,-23,1,-12,-14,-2,10,-16,5
CCOc1ccc(-c2c(C)n(-c3ccc(OCC)cc3)c3[n+]2CCCCC3)cc1,88*,87*,82*,52*,90*,-9,35,57*,74*,33,-2
Cc1ccccc1C(=O)NC(Oc1ccccc1)C(Cl)(Cl)Cl (stereo not given),-8,4,21,5,26,1,-9,16,-3,15,-2
COc1ccc(-n2c(CNCCc3ccc(C)cc3)nc3ccccc3c2=O)cc1,2,0,-12,-4,16,-15,-14,-13,-14,-9,-12
CC(C)(C)NS(=O)(=O)c1ccc(OCC(=O)N2CCN(Cc3ccccc3)CC2)cc1,8,11,9,2,16,-2,5,-1,-20,-3,-6
O=S(=O)(c1cc(Cl)cc(Cl)c1)N1Cc2cc(-c3cccc(F)c3)ccc2-n2nncc2C1,5,-12,-12,-7,2,x,x,16,-1,-7,7
c1ccc2sc(N3CCNCC3)nc2c1,-38,4,-3,-3,-17,1,1,7,-26,-19,1

# Next section, starting with the last 2 of the part before.
SMILES,NR5A2 inv ag,TWEAK-Fn14 inh,SRC3 inh,C8 TRAIL sens,COUP-TFII inh,TLR9-MyD88 block,LMP1 NFkB inh,TROY NFkB inh,NCOA1 inh,SRC2 inh,NOD2 RIPK2 PPI
O=S(=O)(c1cc(Cl)cc(Cl)c1)N1Cc2cc(-c3cccc(F)c3)ccc2-n2nncc2C1,5,-12,-12,-7,2,x,x,16,-1,-7,7
c1ccc2sc(N3CCNCC3)nc2c1,-38,4,-3,-3,-17,1,1,7,-26,-19,1
CCOC(=O)C(O)(c1ccc(NC(=S)NC(=O)c2ccc(Cl)cc2Cl)c(C)c1)C(F)(F)F (stereo not given),5,72*,24,16,38*,5,8,58*,23,22,6
Cc1nc2ccccc2c(=O)n1-c1nccs1,-58,29,-22,3,-14,x,x,16,-12,-1,-17
O=c1[nH]oc2c1CCNC2,-6,1,-23,-5,7,-5,1,-1,-13,-4,-15
O=C(N/N=C/c1c(O)n(-c2cccc3ccccc23)c(=O)[nH]c1=O)c1ccncc1,4,3,13,-12,-8,14,1,-1,-22,-24,-12
COc1ccc(/C=C/C(=O)c2c(O)n(CCC3=CCCCC3)c(=O)[nH]c2=O)cc1OC,-29,38,14,22,0,1,-11,9,12,14,-4
O=c1c2ccccc2[nH]c(=S)n1-c1cccc(C(F)(F)F)c1,2,-5,-7,-6,18,7,-5,-12,6,15,5
Cc1ccccc1OP(=O)(Oc1ccccc1C)N1CCOCC1,-23,-17,-3,-7,2,x,x,-6,-11,-7,1
CC(C)CCCn1c(O)c(/C=C2/C=CC=N2)c(=O)[nH]c1=O,14,19,6,8,1,-6,-12,-16,-14,3,9
CN1CCN(c2ccc3c(c2)S(=O)(=O)c2ccccc2C3=O)CC1,-113,-22,-107,12,-67,15,-8,-32,-109,-49,11

# Some of the compounds tested, so the mix of outcomes need not match the whole.
